# pPAFAH FP inh: pPAFAH enzyme inhibitors, primary screen, biochemical, fluorescence polarization, human; inhibition, % at 3.39 µM; Platelet-activating factor acetylhydrolase (Homo sapiens), Q13093; recombinant pPAFAH, FP-rhodamine probe fluorescence polarization; AID 463082, 2010; actives 1.5% (n = 330,000);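 active means inhibition above the mean inhibition across the screen plus 3 SD, cut at about 25% in these data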;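 further: inhibitors block binding of the rhodamine activity-based probe so polarization drops; 0% = enzyme with DMSO and 100% = wells lacking pPAFAH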
# LYPLA1 counter: LYPLA1 inhibitors, primary screen, counter-screen for PME1 inhibitor project, biochemical, fluorescence polarization, FP-Rh probe ABPP; Acyl-protein thioesterase 1 (Homo sapiens), O75608; recombinant LYPLA1; inhibition, % at 5.9 µM; actives 0.16% (n = 320,000); AID 2174, 2009;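 active means inhibition above the mean of all tested compounds plus 3 SD, set per campaign, cut at about 14% in these data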;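 further: inhibitors block serine hydrolase probe labeling of LYPLA1 so polarization falls; 0% = enzyme with DMSO and 100% = wells lacking LYPLA1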
# Target sequence (O75608 whole entry, looked up): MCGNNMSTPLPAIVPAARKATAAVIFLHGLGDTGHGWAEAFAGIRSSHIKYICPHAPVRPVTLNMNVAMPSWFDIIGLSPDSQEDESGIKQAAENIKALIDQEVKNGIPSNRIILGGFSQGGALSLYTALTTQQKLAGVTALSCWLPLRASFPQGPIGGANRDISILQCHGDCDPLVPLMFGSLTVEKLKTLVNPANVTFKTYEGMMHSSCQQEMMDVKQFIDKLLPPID
# LYPLA2 counter: LYPLA2 inhibitors, primary screen, counter-screen for PME1 inhibitor project, biochemical, fluorescence polarization, FP-Rh probe ABPP; inhibition, % at 5.9 µM; recombinant LYPLA2; Acyl-protein thioesterase 2 (Homo sapiens), O95372; actives 0.38% (n = 320,000);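 active means inhibition above the screen-wide mean plus 3 SD, limit set per campaign, cut at about 26% in these data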;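 further: 0% = LYPLA2 with DMSO and 100% = wells lacking LYPLA2 enzyme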
# Target sequence (O95372 whole entry, looked up): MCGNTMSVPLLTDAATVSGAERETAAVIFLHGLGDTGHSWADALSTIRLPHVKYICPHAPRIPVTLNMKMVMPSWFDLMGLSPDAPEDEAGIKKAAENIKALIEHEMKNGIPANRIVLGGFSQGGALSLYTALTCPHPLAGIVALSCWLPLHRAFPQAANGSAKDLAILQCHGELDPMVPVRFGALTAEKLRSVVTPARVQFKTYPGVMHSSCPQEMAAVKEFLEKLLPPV
# PME-1 primary: PME-1 inhibitors via competitive probe labeling, primary screen, biochemical, fluorescence polarization, FP-Rh probe, HTS | actives 0.53% (n = 320,000) | recombinant PME-1 | inhibition, % at 5.9 µM;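 active means inhibition above the campaign mean of all compounds plus 3 SD, cut at about 26% in these data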;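 further: competitive labeling of PME-1 active site by serine hydrolase directed probe; 0% = PME-1 with DMSO and 100% = wells lacking PME-1 enzyme; inhibitors block probe labeling so polarization falls and inhibition rises; many of its hits are not listed in these tables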
# PAD4 inh: human PAD4 inhibitors, primary screen, biochemical, fluorescence polarization, 1536-well format. Protein-arginine deiminase type-4 (Homo sapiens), Q9UM07. recombinant PAD4, RCA probe fluorescence polarization. inhibition, % at 6.36 µM. actives 0.41% (n = 330,000). AID 485272, 2010;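 active means percent inhibition above a cutoff equal to the mean of all tested compounds plus 3 SD, cut at about 15% in these data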;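 further: 0% = PAD4 with RCA probe and DMSO and 100% = probe without PAD4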
# PAFAH1B2 FP inh: PAFAH1B2 enzyme inhibitors, primary screen, biochemical, fluorescence polarization, human; inhibition, % at 3.39 µM; actives 1.2% (n = 340,000); AID 492953, 2010; Platelet-activating factor acetylhydrolase IB subunit alpha2 (Homo sapiens), P68402; recombinant PAFAH1B2, FP-rhodamine activity probe;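 active means inhibition above the mean of all tested compounds plus 3 SD, cut at about 24% in these data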;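 further: 0% = enzyme with DMSO and 100% = wells lacking PAFAH1B2; many of its hits are not listed in these tables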
# Target sequence (P68402 whole entry, looked up): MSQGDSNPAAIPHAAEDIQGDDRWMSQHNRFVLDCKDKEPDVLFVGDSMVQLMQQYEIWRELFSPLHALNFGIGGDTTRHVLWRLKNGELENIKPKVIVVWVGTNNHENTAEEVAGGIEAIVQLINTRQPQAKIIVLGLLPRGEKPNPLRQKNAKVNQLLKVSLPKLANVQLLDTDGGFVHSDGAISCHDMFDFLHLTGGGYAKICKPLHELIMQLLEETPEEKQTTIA
# GSTO1 counter: inhibitors of recombinant GSTO1, primary screen, counter-screen for RBBP9 inhibitor project, biochemical, fluorescence polarization; Glutathione S-transferase omega-1 (Homo sapiens), P78417; activity-based probe fluorescence polarization; inhibition, % at 5.96 µM; actives 1.1% (n = 300,000);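 active means inhibition above the campaign mean inhibition plus 3 SD, cut at about 35% in these data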;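 further: 0% = GSTO1-1 with DMSO and 100% = wells lacking GSTO1-1 enzyme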
# Target sequence (P78417 whole entry, looked up): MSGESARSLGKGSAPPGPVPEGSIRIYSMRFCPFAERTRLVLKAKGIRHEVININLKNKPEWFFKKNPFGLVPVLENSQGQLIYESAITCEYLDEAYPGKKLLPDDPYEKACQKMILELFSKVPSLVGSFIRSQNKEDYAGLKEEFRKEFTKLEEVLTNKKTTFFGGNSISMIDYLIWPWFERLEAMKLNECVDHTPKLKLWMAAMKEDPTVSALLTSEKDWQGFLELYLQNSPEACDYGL
# PAFAH2 FP inh: PAFAH2 enzyme inhibitors, primary screen, biochemical, fluorescence polarization, human; actives 0.99% (n = 340,000); inhibition, % at 3.39 µM; recombinant PAFAH2, FP-rhodamine activity probe;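 active means inhibition above the mean over all tested compounds plus 3 SD, cut at about 30% in these data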;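 further: inhibitors block probe labeling of enzyme so polarization drops; 0% = enzyme with DMSO and 100% = wells lacking PAFAH2 protein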
# PAFAH1B3 inh: PAFAH1B3 enzyme inhibitors, primary screen, biochemical, fluorescence polarization, human. Platelet-activating factor acetylhydrolase IB subunit alpha1 (Homo sapiens), Q15102. recombinant PAFAH1B3, FP-rhodamine probe. inhibition, % at 3.39 µM. actives 0.28% (n = 340,000). AID 492972, 2010;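 active means inhibition above the screen-wide average of all tested compounds plus 3 SD, cut at about 25% in these data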;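 further: 0% = enzyme with DMSO only and 100% = wells lacking PAFAH1B3 protein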
# * marks the source's active call; other numbers are inactive results; / = not tested or not shown. These rows are one share of the data; count on the stated rates, not on these rows.
Compound	pPAFAH FP inh	LYPLA1 counter	LYPLA2 counter	PME-1 primary	PAD4 inh	PAFAH1B2 FP inh	GSTO1 counter	PAFAH2 FP inh	PAFAH1B3 inh
O=C(CN1C(=O)/C(=C\c2ccco2)SC1=S)Nc1ccc(O)cc1C(=O)O	42*	-9	8	-27	-18	2	24	20	11
COC(=O)c1cc2c(s1)CS(=O)C2 (stereo not given)	-4	-2	-3	-2	-5	-1	8	-8	0
CCOC(=O)C1=C(C)c2ccccc2OC1(C)C(=O)OCC (stereo not given)	1	/	/	/	-7	3	/	1	2
O=C(Nn1c(=O)[nH]c2ccccc2c1=O)c1ccco1	2	3	7	1	0	2	5	5	5
CCOC(=O)c1c(C)[nH]c(C(=O)OCC(=O)c2ccc3c(c2)NC(=O)CO3)c1C	0	1	4	-4	0	2	-2	-2	-2
N#Cc1cccc(NC(=O)c2cncn2-c2ccccc2)c1	-3	-3	-3	-1	-1	4	2	1	3
CCc1ccc(NC(=O)C2CCCN2S(=O)(=O)c2ccc3c(c2)n(C)c(=O)c(=O)n3C)cc1 (stereo not given)	12	3	3	0	3	-2	12	3	4
O=C(Cc1c(Cl)cccc1Cl)Nc1ccc(S(=O)(=O)Nc2ncccn2)cc1	-2	-4	0	0	-3	3	-4	6	3
COc1ccc(-c2ccc3oc(-c4ccsc4)c(-c4ccc(OC)cc4)c3c2)cc1	-6	-3	-7	-5	-2	3	1	-13	10
COc1ccccc1CC(=O)NCCc1c[nH]c2ccccc12	2	-2	2	-7	1	10	6	13	-3
CC(C)(C)c1ccc(NC(=O)CSc2n[nH]c(=O)n2-c2cccnc2)cc1	4	-5	1	2	-7	18	1	3	14
Cn1cccc1/C=N/N1CCN(Cc2ccccc2)CC1	4	0	3	-2	-3	8	8	1	5
CC(=O)Nc1cccc(C(=O)NNC(=O)c2ccc(-n3cnnn3)cc2)c1	-2	/	/	/	4	2	/	6	5
CCCN(CCC)C(=O)C1c2ccccc2Oc2ccccc21	7	-2	3	-1	-1	24	-2	33*	28*
COc1ccc(/C(O)=C2/C(=O)C(=O)N(CC3CCCO3)C2c2ccc(OC)c(OC)c2)cc1 (stereo not given)	2	-4	-2	-3	-5	-2	3	-2	9
CCCCOc1ccc(C(=O)N/N=C/c2ccc(OCCN3CCCCC3)c(OC)c2)cc1	2	-2	7	-2	-5	-6	-2	-5	-7
O=C1CC(C(F)(F)F)=NN1	1	-3	5	-7	2	/	-6	/	/
CCCCN1C(=O)C(=O)N(CC(=O)Nc2ccc(C(N)=O)cc2)C1=O	2	-2	0	1	3	1	/	-2	0
CC1(C)CNC(=O)CC(C)(C)N1	2	0	5	2	7	-1	-1	-6	9
COc1ccc(N(CC(=O)NCCSc2ccccn2)S(=O)(=O)c2ccccc2)cc1Cl	-1	-3	-1	1	-5	0	-1	2	-4
Cc1cccc(Nc2nc(N)c([N+](=O)[O-])c(NCCO)n2)c1	3	2	1	0	0	2	-8	-5	3
CCC(C)NC(=O)COC(=O)c1cccnc1Nc1ccccc1F (stereo not given)	3	-1	4	-2	4	2	3	12	-2
O=C(Nc1sc2c(c1C(=O)O)CCCC2)C(=O)N1CCOCC1	6	6	9	-10	-2	3	-1	6	3
COc1cc(O)oc1C=Nc1ccc(Oc2ccccc2)cc1	14	2	6	4	-5	0	-1	9	3
O=c1ccnc(Nc2ccc(Cl)cc2)[nH]1	2	0	6	-6	4	6	-1	-8	9
COc1ccc(/C=N/n2c(C)nc3ccccc3c2=O)cc1OC	0	2	2	-2	-3	4	-5	1	-2
COCCNC(=O)C(=O)Nc1cc2c3c(c1)C(C)C(=O)N3CCC2 (stereo not given)	-3	-3	1	-19	1	5	4	0	7
Cc1cccc(C)c1NC(=O)CN(C)C(=O)CC1Sc2ccccc2NC1=O (stereo not given)	3	2	-1	3	0	0	2	1	5
COc1ccc(NC(=O)c2cccc(NC(=O)C(C)C)c2)c([N+](=O)[O-])c1	6	3	3	2	2	2	2	2	5
O=C(CSc1nnc(-c2cccnc2)o1)Nc1ccc(Cl)cc1	1	2	3	1	-2	0	-2	-6	1
O=C(CSc1nc2ccccc2c(=O)n1CC1CCCO1)Nc1ccccc1Cl (stereo not given)	3	0	1	2	-1	8	-5	-1	3
S=C(Nc1ccc2c(c1)OCO2)Nc1ccc2c(c1)OCO2	8	0	8	5	-3	1	-1	1	9
CC(=O)Nc1ccc(S(=O)(=O)c2ccc(N)cc2)cc1N	8	-1	0	2	-1	1	0	0	6
C=CCNc1sc(C(=O)c2ccccc2)c(N)c1C#N	11	-2	-1	3	0	-3	-4	2	-7
O=C(Nc1ccc(CN2CCCCC2)cc1)c1sc2ccccc2c1Cl	2	-6	-1	-1	2	3	3	-5	7
O=C(CCCn1c(=O)c2sccc2n(CC(=O)NCc2ccco2)c1=O)NCc1ccco1	4	-3	0	-2	1	-3	9	2	11
COc1cc(/C=C/c2ccc3cccc(OC)c3n2)c(O)c([N+](=O)[O-])c1	17	8	14	7	5	5	19	8	3
CC1CCN(S(=O)(=O)c2ccc(C(=O)OC(C)C(=O)NC3CCCCC3C)cc2)CC1 (stereo not given)	5	0	4	-10	-5	10	0	5	2
OC1(Cc2cc(-c3ccccc3)no2)CCN(CCCc2ccccc2)CC1	6	-2	13	2	-4	-3	-4	3	5
CCNC(=O)CC1C(=O)N(c2ccc(C)cc2)C(=O)N1Cc1ccccn1 (stereo not given)	1	0	11	1	4	-1	3	-2	5
O=C(O)Cn1c(SCc2ccccc2)nc2ccccc21	0	-1	-3	-6	-6	2	-1	-9	14
COc1ccc(CNC(=O)c2c(O)c3cccc4c3n(c2=O)CCC4)cc1OC	-2	4	-4	1	-3	1	0	3	5
Cc1ccc(NC(=O)CCn2c(=O)oc3ccccc32)c(C)c1	0	0	-4	0	0	-3	6	-4	3
CCCCCC1(C)NC(=S)N(c2ccccc2)N1 (stereo not given)	3	1	4	1	-2	3	18	2	6
CCOc1c(CNCCNC(=O)c2nonc2N)cccc1OC	2	-2	7	-6	-7	4	-3	-5	1
CNC(=O)CN1C(=O)NC(Cc2c[nH]c3ccccc23)C1=O (stereo not given)	3	1	6	6	2	4	-12	2	7
Cc1ccccc1NS(=O)(=O)c1nnc(NC(=O)c2ccc(Cl)cc2)s1	1	-1	3	-7	0	1	-47	7	6
CCN(C[C@H]1N[C@@](CC)(C(=O)OC)[C@H]2C(=O)N(Cc3ccccc3)C(=O)[C@@H]12)C(=O)Nc1ccc(C)cc1	2	/	/	/	-4	4	/	6	12
Cc1cccc(C2N(c3nccs3)C(=O)C3CCCN32)c1 (stereo not given)	2	-2	-1	-1	-3	4	13	5	8
O=C(CCCCn1c(=S)[nH]c2ccsc2c1=O)NCc1ccco1	4	-1	5	0	2	3	14	6	8
COCCn1c(SCC(=O)Nc2ccc(F)cc2)nc2c(oc3ccccc32)c1=O	-3	-4	-3	-1	-5	8	7	3	1
Cc1ccccc1-n1c(=O)cc(N2CCN(C(=O)c3ccco3)CC2)[nH]c1=O	5	2	4	3	0	-1	-1	-7	4
Cc1ccc(OCc2cc(C(=O)N(C)Cc3nccn3C)no2)cc1C	-3	2	-4	-7	-8	1	-5	0	8
Cc1cccc(Cc2ccc(Cl)nn2)c1	0	2	3	-3	-4	1	-3	3	10
O=C(O)CSc1nnnn1-c1ccc2c(c1)OCCO2	5	2	9	1	-2	7	1	-1	4
CCSc1nc2c(c(=O)[nH]c(=O)n2C)n1C/C=C(/C)Cl	3	0	-1	-1	4	-5	1	-10	5

# Going on with the list:
Compound	pPAFAH FP inh	LYPLA1 counter	LYPLA2 counter	PME-1 primary	PAD4 inh	PAFAH1B2 FP inh	GSTO1 counter	PAFAH2 FP inh	PAFAH1B3 inh
CC(C)c1ccc(COc2ccc(C(=O)N3CCOCC3)cc2)cc1	9	-1	3	2	-1	6	6	-3	14
Cc1cccc(C2=NN(c3ccc(Br)cc3)[C@@H](C(=O)N3CCOC3=O)[C@@H]2c2ccc([N+](=O)[O-])cc2)c1	4	/	/	/	3	1	/	-6	5
COc1ccc(C(=O)Nc2ncc(C)s2)cc1S(=O)(=O)N1CCOCC1	3	-1	-2	-5	0	5	/	-8	10
Cc1cccc(OCCn2c(S(=O)(=O)O)nc3ccccc32)c1	2	-1	2	-3	4	8	0	7	9
COc1cc(/C=C2/C(=N)N3C(=NC2=O)SN=C3S(=O)(=O)C(C)C)ccc1OS(=O)(=O)c1ccccc1	9	-5	0	-7	-4	/	-27	/	/
COc1ccc(F)cc1C(=O)C1CCCN(Cc2ccc3c(c2)OCCO3)C1 (stereo not given)	7	0	1	6	2	3	1	5	12
CN(C)C(=O)C(CCN1CCC(O)(c2ccc(Cl)cc2)CC1)(c1ccccc1)c1ccccc1	2	1	-1	4	3	11	0	-8	3
CCn1c(CCC(N)=O)nnc1SCC(=O)Nc1cccc(S(=O)(=O)N2CCCC2)c1	-2	0	2	-2	1	5	/	7	7
CCOC(=O)C1(Cc2ccccc2)CCN(Cc2csc(C(C)=O)c2)CC1	4	4	9	-1	0	0	-10	8	7
COc1ccc2cc(CCNC(=O)c3ccco3)c(=O)[nH]c2c1	-1	1	-1	0	3	-3	4	-5	12
CCCCC1CCC(C(=O)N(CCOC)c2c(N)n(CC(C)C)c(=O)[nH]c2=O)CC1 (stereo not given)	0	-2	4	1	2	7	/	-2	10
O=C1/C(=C\c2ccccn2)SC(=S)N1Nc1ncc(C(F)(F)F)cc1Cl	-5	-4	-4	4	-5	10	-3	34*	12
Cc1ccc(C(=O)N2CCNC(=O)C2CC(=O)Nc2ccc(F)cc2)cc1C (stereo not given)	4	-1	-6	2	-2	14	-2	16	8
COC(=O)c1sccc1NC(=O)CSCC(=O)O	1	0	-8	-1	-3	5	0	-7	9
COc1ccc(N(CC(=O)Nc2ccc3c(c2)OCO3)S(=O)(=O)c2c(C)nn(C)c2C)cc1	0	-5	0	6	0	8	13	4	-5
Cc1ccc(C(=O)c2cc3ccccc3o2)cc1[N+](=O)[O-]	0	1	-1	-2	-6	4	-5	4	8
O=C(NCCCn1ccnc1)c1noc2c1CCCC2	0	-3	8	-1	2	4	7	2	0
CC1Oc2ccccc2N(CC(=O)NCCN2CCOCC2)C1=O (stereo not given)	4	6	7	12	3	3	3	8	9
O=C(O)C#Cc1cccc2ccccc12	-8	-4	-6	-7	-3	6	10	-2	3
CC(=O)N(CC(=O)O)c1ccccc1C(=O)O	-1	-2	1	-4	-2	-1	0	-4	-1
